Source: PubChem (Johns Hopkins Ion Channel Center)
MrgX1 antag: antagonists of human MrgX1 receptor; Q96LB2; MRGX1-HEK293 calcium flux, Fluo-4, BAM8-22 antagonism; stronger effect = lower value; B-score at 10 µM; hit rate 1.3% among 310,000; AID 588676;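 active = calcium-response B-score plate-corrected more than 3 library SD below zero, starting fluorescence within 5 deviations, no agonist response on first addition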;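 also: peak minus trough fluorescence over baseline after final BAM8-22 challenge near maximal dose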
RGS4 inh: human RGS4 inhibition; HEK293 M3R/RGS4 inducible, Fluo-4 calcium flux; stronger effect = higher value; triggered by carbachol at its EC20; B-score at 10 µM; hit rate 0.45% among 310,000; AID 463165;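 active = B-score, a plate-corrected calcium signal, over three deviations above library mean, with baseline fluorescence within five deviations of library mean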;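 also: RGS4 expression induced by doxycycline in cells with stable M3 receptor; B-score is computed from the integrated fluorescence ratio over baseline after carbachol; higher B-score means a larger calcium signal and so more RGS4 inhibition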
TRPC4 potent: allosterically enhances the mouse TRPC4 cation channel; AID 2227; HEK293 TRPC4beta/mu-opioid, DAMGO EC20, Fluo-4 Ca2+ flux; stronger effect = higher value; Q9QUQ5; hit rate 0.42% among 310,000; B-score at 10 µM;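 active = B-score of calcium response area above 5 SD of library B-scores, with initial fluorescence ratio within 5 SD of library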;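 also: B-score of integrated fluorescence ratio over time as area under calcium response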
Target sequence (Q9QUQ5 whole entry, looked up): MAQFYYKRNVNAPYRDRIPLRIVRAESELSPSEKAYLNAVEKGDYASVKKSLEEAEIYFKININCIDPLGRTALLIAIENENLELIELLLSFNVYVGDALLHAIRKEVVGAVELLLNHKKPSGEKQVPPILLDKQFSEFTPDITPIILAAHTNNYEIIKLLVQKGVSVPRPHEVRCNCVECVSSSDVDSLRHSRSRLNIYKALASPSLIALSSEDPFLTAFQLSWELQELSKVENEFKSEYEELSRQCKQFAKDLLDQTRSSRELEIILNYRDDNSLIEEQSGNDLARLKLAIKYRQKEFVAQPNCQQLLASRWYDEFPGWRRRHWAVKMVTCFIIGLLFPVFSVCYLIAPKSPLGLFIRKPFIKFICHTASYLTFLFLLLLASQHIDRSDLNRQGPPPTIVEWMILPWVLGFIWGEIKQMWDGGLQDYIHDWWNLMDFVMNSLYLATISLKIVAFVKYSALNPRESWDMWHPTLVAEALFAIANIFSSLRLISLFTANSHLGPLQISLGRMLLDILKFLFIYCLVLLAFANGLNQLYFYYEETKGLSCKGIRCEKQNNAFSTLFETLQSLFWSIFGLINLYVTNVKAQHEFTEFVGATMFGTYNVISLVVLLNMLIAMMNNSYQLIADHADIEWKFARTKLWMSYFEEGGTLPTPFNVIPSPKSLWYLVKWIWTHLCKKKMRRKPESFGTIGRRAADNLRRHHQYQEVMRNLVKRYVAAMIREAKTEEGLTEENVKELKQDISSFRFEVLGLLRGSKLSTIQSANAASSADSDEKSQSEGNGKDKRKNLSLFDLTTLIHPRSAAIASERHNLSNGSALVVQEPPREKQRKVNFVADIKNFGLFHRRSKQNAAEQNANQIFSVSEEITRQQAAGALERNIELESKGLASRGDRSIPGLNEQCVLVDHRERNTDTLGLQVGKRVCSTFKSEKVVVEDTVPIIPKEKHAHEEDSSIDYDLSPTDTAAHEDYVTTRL
TRPC6 inhibitor: blocks the mouse TRPC6 cation channel | Q61143 | HEK293-TRPC6, membrane potential dye, ACh-evoked depolarization; stronger effect = lower value | B-score at 10 µM | hit rate 1.1% among 310,000;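 active = B-score under library mean minus 3 SD, initial fluorescence not abnormally high, positive integrated signal ratio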;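 also: B-score derived from integrated fluorescence ratio over the kinetic read; more negative B-score means stronger inhibition of depolarization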
TMEM16A inh: mouse TMEM16A channel inhibition, primary screen | normalized B-score (activity score, 25-100; higher = stronger inhibition) at 10 µM | Q8BHY3 | HEK293 TMEM16A/YFP iodide influx fluorescence, ionomycin | hit rate 1.2% among 310,000;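 active = ratio plate-corrected score three or more library SD toward inhibition, starting fluorescence score within five deviations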;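 also: score derived from kinetic fluorescence span divided by baseline fluorescence per well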
TRPC4 inh: inhibitors of mouse TRPC4 channel; Q9QUQ5; HEK293 TRPC4beta/mu-opioid, DAMGO-evoked Fluo4 calcium flux; stronger effect = lower value; B-score at 10 µM; hit rate 0.39% among 300,000;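 active = B-score over 3 SD under the library average, no early fluorescence shift, positive overall ratio signal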
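Assay system: HEK293 cells with stable TRPC4beta plus mu-opioid receptor expression. Dosing: single dose. Measured by: Fluo4 Ca2+ flux fluorescence. Also added: DAMGO in two steps, submaximal then maximal. Read-out: B score from integrated Fluo4 fluorescence ratio.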
TMEM16A act: mouse TMEM16A channel activation, primary screen; Q8BHY3; HEK293 TMEM16A/YFP-H148Q/I152L, iodide quench fluorescence; stronger effect = lower value; B-score at 10 µM; hit rate 0.3% among 340,000; AID 623877;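 active = fluorescence-ratio B-score plate-corrected deviation score at least 3 library SD below zero, with starting fluorescence score within 5 deviations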;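 also: channel opened by trigger with iodide after compound preincubation; score built on the fluorescence ratio of max minus min over baseline; more negative score means more quench and so TMEM16A activation or potentiation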
MrgX1 allo act: allosterically activates human MrgX1 receptor signaling; Q96LB2; MrgX1-HEK293, Fluo-4 calcium flux, FDSS; stronger effect = higher value; B-score at 10 µM; hit rate 0.63% among 310,000; AID 588675;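 active = plate-corrected calcium response at least 3 library SD above typical, normal starting fluorescence, not activating the receptor alone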;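 also: compound read alongside a low EC10 to EC30 dose of BAM8-22 agonist; peak minus trough fluorescence over baseline measured at the second addition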
MrgX1 ag: human MrgX1 receptor agonism, primary screen; Q96LB2; hit rate 0.44% among 310,000; B-score at 10 µM; MrgX1-HEK293 cells, Fluo-4 calcium fluorescence, agonist mode; stronger effect = higher value;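 active = calcium response B-score plate-corrected fluorescence ratio at least 3 library SD, with starting fluorescence B-score inside 5 SD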
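Test system: Stable human MrgX1 HEK293 cell line | Schedule: Overnight plating before 1 h dye loading | Read-out basis: Baseline-normalised fluorescence change ratio, B-scored | Detection: Kinetic calcium dye fluorescence, Fluo-4 NW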
TRPC4 agonist: activators of mouse TRPC4 channel; Q9QUQ5; HEK293 TRPC4beta/mu-opioid, Fluo4 calcium fluorescence; stronger effect = higher value; B-score at 10 µM; hit rate 0.49% among 310,000; AID 2237;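 active = B-score above 5 SD of library B-scores, and initial fluorescence ratio not above library mean plus 5 SD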;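 also: positive B-score marks a calcium rise read as TRPC4 activation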
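Assay system: HEK293 cells stably co-expressing mouse TRPC4beta and mu-opioid receptor / Timing: Fluo4 dye loading 45 min at room temperature, 110 s recording / Signal: Fluo4 calcium-sensitive dye fluorescence, kinetic, 1 Hz baseline / Read-out: integrated baseline-normalised fluorescence ratio, converted to per-well B score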
TRPC6 activator: activates the mouse TRPC6 cation channel | HEK293-TRPC6 membrane potential dye fluorescence; stronger effect = higher value | B-score at 10 µM | hit rate 0.13% among 310,000 | AID 2550;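 active = B-score of the integrated fluorescence ratio above library mean plus 3 SD, and starting fluorescence ratio within library mean plus 5 SD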;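 also: higher score means more depolarization so channel activation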
An asterisk follows results filed as active; i = inactive; nt = not tested or not shown.

Results follow in this order: MrgX1 antag	RGS4 inh	TRPC4 potent	TRPC6 inhibitor	TMEM16A inh	TRPC4 inh	TMEM16A act	MrgX1 allo act	MrgX1 ag	TRPC4 agonist	TRPC6 activator
CCc1cccc2c(C(=O)COC(=O)c3ccc([N+](=O)[O-])s3)c[nH]c12
  i	i	i	i	i	i	i	i	i	i	i
O=C(CCCCCn1c(=O)[nH]c2ccccc2c1=O)N1CCN(Cc2ccc3c(c2)OCO3)CC1
  i	i	i	i	i	i	i	i	i	i	i
COC(=O)c1ccccc1NC(=O)Nc1cc(C)cc(C)n1
  i	i	i	i	i	i	i	i	i	i	i
O=C(c1ccc(Cl)c(S(=O)(=O)N2CCOCC2)c1)N(Cc1nnc(-c2ccccc2Cl)o1)C1CC1
  i	i	i	i	i	i	i	i	i	i	i
Cc1ccc(S(=O)(=O)NC(=O)NC(C)(C)C)cc1
  i	i	i	i	i	i	i	i	i	i	i
COCCNC(=O)C(c1ccco1)N(C(=O)Cn1nnc2ccccc21)c1ccc(C)cc1C (stereo not given)
  i	i	i	i	i	i	nt	7.92*	i	i	i
CCOC(=O)N1CCN(S(=O)(=O)c2cccc3nonc23)CC1
  i	i	i	i	i	i	i	i	i	i	i
O=C(CCN1C(=O)CSC1=O)Nc1ccc(Br)cc1
  i	i	i	i	i	i	i	i	i	i	i
CC1CC(C)CN(CCCNC(=O)c2nn(C)c3c2CS(=O)(=O)c2ccccc2-3)C1 (stereo not given)
  i	i	i	i	i	i	i	i	i	98*	i
Cc1nc([N+](=O)[O-])cn1CC(O)c1ccc(Cl)cc1 (stereo not given)
  i	i	i	i	i	i	i	i	i	i	i
O=C(Cc1cccc(F)c1)Nc1ccc2c(c1)CCC2
  i	i	i	i	i	i	i	i	i	i	i
O=C(NC1CCCCC1)N(CCN1CCOCC1)Cc1cc2cc3c(cc2[nH]c1=O)OCCO3
  i	i	i	i	i	i	i	i	i	i	i
C=CCn1c(SCCOc2ccccc2)nnc1C(C)NC(=O)c1ccccc1 (stereo not given)
  i	i	i	i	i	i	i	i	i	i	i
N#CCCn1cc(/C=C2\NC(=S)N(c3ccccc3)C2=O)c(-c2ccc(-c3ccccc3)cc2)n1
  i	i	i	i	i	i	i	i	i	i	i
Cc1c(Br)c([N+](=O)[O-])nn1C(C)C(=O)Nc1nccs1 (stereo not given)
  i	i	i	i	i	i	i	i	i	i	i
COc1nc(C)cc(C)c1S(=O)(=O)c1ccccc1
  i	i	i	i	i	i	i	i	i	i	i
Cc1ccc(CNC(=O)Cn2nnc(C(=O)Nc3cccc(C)c3C)c2N)cc1
  i	i	i	i	i	i	i	i	i	i	i
COc1cc(NC(=O)c2ccc(Br)cc2)ccc1NC(=O)c1cc2ccccc2o1
  i	i	i	i	i	i	i	i	i	i	i
Nc1ncnc2c1ncn2Cc1ccccc1
  i	i	i	i	i	i	i	i	i	i	i
O=C(NCCc1ccc(Cl)cc1)C1CCCN1C(=O)Nc1ccccc1 (stereo not given)
  i	i	i	i	i	i	i	i	i	i	i
O=C(N/N=C/c1ccc(N2CCCCC2)o1)C(O)(c1ccccc1)c1ccccc1
  i	i	i	i	i	i	nt	i	i	i	i
CCOc1nc(C)ccc1-c1noc(-c2cccnc2)n1
  i	i	i	i	i	i	i	i	i	i	i
CC(=O)c1cccc(NS(=O)(=O)c2c(C(=O)N3CCOCC3)c(C)n(C)c2C)c1
  i	i	i	i	i	i	i	i	i	i	i
CS(=O)(=O)NCc1nnc(SCC(=O)NC2CCCCC2)n1-c1ccc(F)cc1
  i	i	i	i	i	i	i	i	i	i	i
O=[N+]([O-])c1ccc(NCCCO)c(C(F)(F)F)c1
  i	i	i	i	i	i	i	i	i	i	i
CCCCn1cnc2sc3c(c2c1=N)CCCC3
  i	i	i	-7.11*	i	i	i	i	i	i	i
Cc1cccc(NC(=S)N2CCC(c3nc4ccccc4o3)CC2)c1C
  i	i	i	i	i	i	i	i	i	i	i
CC(/C=N/n1c(-c2cc(C)[nH]n2)n[nH]c1=S)=C\c1ccccc1
  i	i	i	i	i	i	i	i	i	i	i
Cc1[nH]c2ccccc2c1C(=O)CN1CCC(C(N)=O)(N2CCCCC2)CC1
  -5.83*	i	i	i	i	i	i	i	i	i	i
Cc1ccc(S(=O)(=O)N(CCO)Cc2ccccc2)cc1
  i	i	i	i	i	i	i	i	i	i	i
COc1ccc(N(CC(=O)NCc2cccs2)S(=O)(=O)c2cccnc2)cc1
  i	i	i	i	i	i	i	i	i	i	i
CON(C)c1nc(OCCNC(=O)OCc2ccc(Cl)cc2C)nc(N(C)C)n1
  i	i	i	i	i	i	i	i	i	i	i
CC1=C(C(=O)Nc2ccccc2C)C(c2ccc(C)o2)N2C(=O)CSC2=N1 (stereo not given)
  i	i	i	i	i	i	i	i	i	i	i
CN(C)c1ccc(P(=O)(OCc2ccccc2)C(O)c2ccc(Br)cc2)cc1 (stereo not given)
  i	i	i	i	i	i	i	i	i	i	i
CS(=O)(=O)N1CCC(C(=O)N2CCC(Cc3ccccc3)CC2)CC1
  i	i	i	i	i	i	i	i	i	i	i
CCCCn1nnc(NC(=O)Cc2ccc(Cl)cc2)n1
  i	i	i	i	i	i	i	i	i	i	i
COc1ccc(-n2c(=S)[nH]c3cc(C(=O)NCCCN4CCOCC4)ccc3c2=O)cc1
  i	i	i	i	i	i	i	i	i	i	i
C=CCNS(=O)(=O)c1cccc(C(C)=O)c1
  i	i	i	i	i	i	i	i	i	i	i
CS(=O)(=O)c1nc2ccccc2n1Cc1ccccc1
  i	i	i	i	i	i	i	i	i	i	i
C=CCSc1nnc(CNS(=O)(=O)c2ccc(C)cc2)n1C
  i	i	i	i	i	i	i	i	i	i	i
Cc1nn(-c2ccccc2)c2sc(C(=O)N3CCOCC3)cc12
  i	i	i	i	i	i	i	i	i	i	i
COC(=O)c1sc(NC(=O)c2c(F)cccc2F)c(C#N)c1C
  i	i	i	i	i	i	i	i	i	i	i
CSc1cccc(NC(=O)c2ccc(CN3CCc4ccccc4C3)cc2)c1
  -8.21*	i	i	i	100*	i	i	i	i	i	i
COc1ccc(CNC(=O)[C@@H](NC(=O)C2CCN(S(=O)(=O)c3ccccc3)CC2)C(C)C)cc1
  i	i	i	i	i	i	i	i	i	i	i
O=c1[nH]c(SCc2cccc(Cl)c2)nc2c1CCCC2
  i	i	i	i	i	i	i	i	i	i	i
O=C(COc1ccc(/C=C2/NC(=O)NC2=O)cc1)Nc1ccc(F)cc1
  i	i	i	i	i	i	i	i	i	i	i
COc1cccc(-c2nnc(SCC(=O)Nc3cc(C)ccc3OC)n2N)c1
  i	i	i	i	i	i	i	i	i	i	i
COC(=O)c1ccccc1NC(=O)Cn1cnc2c(cnn2-c2ccccc2)c1=O
  i	i	i	i	i	i	i	i	i	i	i
CCOC(=O)Cc1csc(NC(=O)Nc2ccc(Cl)cc2)n1
  i	i	i	i	i	i	i	i	i	i	i
CCOc1cc(/C=N/Nc2nc(-c3cccc(S(=O)(=O)N4CCCC4)c3)cs2)ccc1O
  i	i	i	i	i	i	i	i	i	i	i
Cc1cc(-c2ccccc2)c2ccc(NC(=O)C(C)(C)C)nc2n1
  i	i	i	i	i	i	i	i	i	i	i
Cc1ccc(C)c(S(=O)(=O)N2CCN(CC(=O)N3CCc4ccccc4C3)CC2)c1
  i	i	i	i	i	i	i	i	i	i	i
O=C(COc1nc2ccccc2nc1N1CCOCC1)NC1CCCCC1
  i	i	i	i	i	i	i	i	i	i	i
COc1ccc(NC(=O)NNC(=O)C(O)(c2ccccc2)c2ccccc2)cc1
  i	i	i	i	i	i	i	i	i	i	i
COc1ccc(NC(=O)CC2C(=O)N(C)C(=S)N2CCc2ccc(F)cc2)cc1 (stereo not given)
  i	i	i	i	i	i	i	i	i	i	i
Cc1ccc(S(=O)(=O)N2CCN(C(=O)c3cccs3)CC2)c(C)c1
  i	i	11*	i	i	i	i	i	i	i	i
Cc1cc(C)c2nc(NCc3ccccc3O)sc2c1
  i	i	i	i	i	i	nt	i	i	i	i
Cc1cccc2c1nc(-c1ccccc1)n1cnnc21
  i	i	i	i	i	i	i	i	i	i	i
COC(=O)c1c(C)[nH]c(C)c1-c1cccc([N+](=O)[O-])c1
  i	i	i	i	i	i	-7.71*	i	i	i	i
CCN(CC)S(=O)(=O)c1ccc(N2CCc3cc(OC)c(OC)cc3C2)nc1
  i	i	i	i	i	i	i	i	i	i	i

The results go on.
Results follow in this order: MrgX1 antag	RGS4 inh	TRPC4 potent	TRPC6 inhibitor	TMEM16A inh	TRPC4 inh	TMEM16A act	MrgX1 allo act	MrgX1 ag	TRPC4 agonist	TRPC6 activator
CCOc1ccc(NC(=O)CN(C)C(=O)c2cc(S(=O)(=O)N3CCCCC3)ccc2Cl)cc1OCC
  i	i	i	i	i	i	i	i	i	i	i
Cc1nc2nc(SCC(=O)c3cccc([N+](=O)[O-])c3)[nH]c2cc1Br
  i	i	i	i	i	i	i	i	i	i	i
CN(C)c1cccc2c(/C=N/O)ccc(N(C)C)c12
  i	i	i	i	i	i	i	i	i	i	i
COc1cccc(CNC(=O)CCS(=O)(=O)Cc2ccc(C)cc2)c1
  i	i	i	i	i	i	i	i	i	i	i
Cc1ccc(CNC(=O)C(=O)NCC2OCCN2S(=O)(=O)c2ccc(Cl)cc2)cc1 (stereo not given)
  i	i	i	i	i	i	i	i	i	i	i
Cc1csc(NC(=S)Nc2cccc(Cl)c2)n1
  i	i	i	i	i	i	i	i	i	i	i
C[C@@H]1C(=O)OC[C@H]1NC(=O)OCc1ccccc1
  i	i	i	i	i	i	i	i	i	i	i
COc1ccc(NC(=S)N(CCc2c(C)[nH]c3ccc(C)cc23)Cc2ccco2)cc1
  i	i	i	i	i	i	i	i	i	i	i
CCc1ccc(NC(=S)N2CCN(c3cccc(C(F)(F)F)c3)CC2)cc1
  i	i	i	i	i	i	i	i	i	i	i
